Source: PubChem BioAssay
ERAP1 inh – human ERAP1 aminopeptidase inhibitors, primary screen, biochemical, single point, plate reader. AID 652197, 2013. recombinant ERAP1, Leu-AMC fluorescence, 60 min. inhibition, % at 10.7 µM. 340,000 compounds, 0.15% hits;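 active = mean replicate inhibition of at least 30%, or all replicates individually reaching that 30% level; inactive = mean below 30% and not every replicate reaching it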;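 note: 0% = neutral control wells and 100% = L-leucinethiol positive control wells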
Xi reactivation – activators of inactive X chromosome reactivation, primary screen, imaging, XiGFP fibroblasts, GFP high-content imaging, set 2; XiGFP mouse fibroblasts, % GFP-positive cells imaging, 3 d; cells co-treated with 5-aza-dC sensitizer; scaled so ellipticine positive control = 100%; 360,000 compounds, 0.055% hits; AID 743238, 2013; activation, % at 7.58 µM;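 active = mean normalized replicate activation at least 10% and every replicate at or above 10%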;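 note: 0% = median of on-plate neutral control wells and 100% = ellipticine 6 µM median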
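Assay system: SV40-immortalized XiGFP fibroblast cells, line 68-5-11; buffer or medium: DMEM plus 5-aza-dC sensitizer; compound: one concentration, pinned; timing: compounds 3 days, fix/stain 15 min at room temperature; benchmarks: positive control ellipticine, 6 µM final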
esBAF inh – Bmi1 luciferase reporter increase in mESCs, primary screen, esBAF inhibitor project, mouse ES cells, Bmi1 luciferase knock-in, single point | 24 h; 100% = twice the neutral-well signal | reporter increase, % at 12.5 µM | 350,000 compounds, 2% hits; in the data active = activation above about 40%;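 note: 0% = median of the plate's neutral control wells and 100% = double that signal; a rise in the Bmi1 reporter signal indicates esBAF inhibition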
E-selectin induc – E-selectin induction in HUVECs, primary screen, imaging, HUVEC, immunofluorescence imaging, single point; P16581; activation, % at 7.58 µM; normalized: neutral wells 0, TNF-alpha wells 100; 260,000 compounds, 0.37% hits; AID 686992, 2013;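 active = mean E-selectin-positive cell signal at least 10% of the positive control, reached in at least 60% of replicates, without over 20% cell loss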;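 note: in these data hits start at about 27%; measured in HUVEC primary endothelial cells; signal is the percent of cells scored E-selectin positive by PE staining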
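Material: HUVEC primary endothelial cells; Amount: 3,000 cells per well; Dosing: single concentration; Medium: EGM-2 growth medium on 0.1% gelatin-coated wells; Read-out basis: percent E-selectin-positive cells; Signal: immunofluorescence imaging; Control set: TNF-alpha, DMSO.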
S100A4 MyoIIA – inhibitors of S100A4-myosin IIA peptide binding, primary screen, biochemical, fluorescence polarization, TAMRA-MyoIIA peptide; 360,000 compounds, 0.14% hits; inhibition, % at 10.7 µM;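 active = mean inhibition of at least 70% across replicates, with every replicate also reaching that level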
Target sequence (P26447 whole entry, looked up): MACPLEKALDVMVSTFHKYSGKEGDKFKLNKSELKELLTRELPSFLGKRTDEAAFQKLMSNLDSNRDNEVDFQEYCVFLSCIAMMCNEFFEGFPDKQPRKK
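Material: S100A4 monomer protein | Medium: HEPES pH 7.2 with CaCl2, KCl, NaCl, DTT, Triton | Reagent: Labelled myosin peptide probe, 5 nM | Doses: One dose per compound | Times: 5 min incubation before reading | Benchmarks: Neutral control DMSO, positive control TFP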
RAD54 inh – inhibitors of human RAD54 branch migration, primary screen, biochemical, fluorescence, single point; RAD54 Holliday junction branch migration, FAM/BHQ fluorescence; inhibition, % at 10.4 µM; 360,000 compounds, 0.14% hits;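 active = mean normalized replicate activity at least 40 and at least half of replicates scoring 40 or more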;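 note: 0% = median of neutral control wells and 100% = median of positive control wells; inhibitors cause a drop in the FAM fluorescence signal; in these data hits start at about 50%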
RAD52 inh – RAD52 DNA annealing inhibitors, primary screen, biochemical, FRET, single point, set 2 | recombinant RAD52 DNA annealing, FRET fluorescence | inhibition, % at 18.7 µM | 360,000 compounds, 0.46% hits;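 active = every replicate showing at least 50% inhibition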
Target sequence (P43351 whole entry, looked up): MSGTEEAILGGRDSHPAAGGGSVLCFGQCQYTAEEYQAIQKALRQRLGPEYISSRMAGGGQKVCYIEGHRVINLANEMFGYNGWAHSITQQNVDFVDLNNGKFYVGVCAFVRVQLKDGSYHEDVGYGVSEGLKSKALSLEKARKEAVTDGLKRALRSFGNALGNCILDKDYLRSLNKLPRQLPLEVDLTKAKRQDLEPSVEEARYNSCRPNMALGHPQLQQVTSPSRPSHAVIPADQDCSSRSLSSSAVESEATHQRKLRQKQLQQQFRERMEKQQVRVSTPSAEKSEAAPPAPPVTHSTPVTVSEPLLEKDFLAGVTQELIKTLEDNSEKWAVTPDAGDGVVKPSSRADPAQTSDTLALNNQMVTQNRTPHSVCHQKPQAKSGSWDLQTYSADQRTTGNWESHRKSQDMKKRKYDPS
ERp5 inh – inhibitors of ERp5-driven insulin aggregation, primary screen, biochemical, turbidity, absorbance 650 nm, single point | inhibition, % at 9.99 µM | AID 651711, 2012 | Protein disulfide-isomerase A6 (Homo sapiens), Q15084 | 90 min | 350,000 compounds, 0.05% hits;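 active = mean replicate inhibition above about 25%, with every replicate also reaching it, limit read from the data, passing the limit was not always enough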
Target sequence (Q15084 whole entry, looked up): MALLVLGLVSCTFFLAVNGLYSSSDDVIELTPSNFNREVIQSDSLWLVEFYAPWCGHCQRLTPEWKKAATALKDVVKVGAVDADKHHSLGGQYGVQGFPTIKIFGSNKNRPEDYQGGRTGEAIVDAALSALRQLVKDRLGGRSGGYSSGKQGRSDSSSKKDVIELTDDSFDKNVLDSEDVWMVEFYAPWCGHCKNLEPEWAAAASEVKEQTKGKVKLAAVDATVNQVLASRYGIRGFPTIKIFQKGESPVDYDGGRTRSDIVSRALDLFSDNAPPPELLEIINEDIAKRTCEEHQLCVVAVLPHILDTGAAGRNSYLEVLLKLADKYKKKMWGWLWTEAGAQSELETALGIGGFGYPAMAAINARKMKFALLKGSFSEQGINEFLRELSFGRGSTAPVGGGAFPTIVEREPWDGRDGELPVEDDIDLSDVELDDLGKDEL
Starred values were filed as active, the others as inactive.

What do the screens show for `CCOC(=O)c1c(C)[nH]c(C(=O)OCC(=O)NCc2ccc(OC)c(OC)c2)c1C`?
ERAP1 inh: -3; Xi reactivation: 0.0; esBAF inh: 2; E-selectin induc: -0.2; S100A4 MyoIIA: -1; RAD54 inh: -6; RAD52 inh: -18; ERp5 inh: 4

Results for COc1ccccc1NS(=O)(=O)c1cccc(C(=O)N/N=C2\CC(=O)CC(C)(C)C2)c1 ?
ERAP1 inh: -2; Xi reactivation: -0.2; E-selectin induc: -0.2; S100A4 MyoIIA: -1; RAD52 inh: -5; ERp5 inh: 2

Results for CS(=O)(=O)Nc1cccc(-c2cc(NC=O)c3ncc(-c4ccc(F)c(Cl)c4)n3c2)c1 ?
ERAP1 inh: -1; Xi reactivation: 0.1; esBAF inh: 12; E-selectin induc: 1.8; S100A4 MyoIIA: -15; RAD54 inh: -11; RAD52 inh: -74; ERp5 inh: -3

Results for O=C(CSc1nnc(NC(=O)c2ccccc2)s1)NC1CCCC1 ?
ERAP1 inh: -4; Xi reactivation: 0.4; esBAF inh: 23; S100A4 MyoIIA: 5; RAD54 inh: 2; RAD52 inh: -11; ERp5 inh: 1

Results for C[C@@H]1CN([C@@H](C)CO)C(=O)c2cc(NS(=O)(=O)c3ccc(Cl)cc3)ccc2O[C@H]1CN(C)Cc1ccc2c(c1)OCO2 ?
ERAP1 inh: 0; Xi reactivation: 0.4; esBAF inh: -1; E-selectin induc: 0.0; S100A4 MyoIIA: -4; RAD54 inh: 4; RAD52 inh: -16; ERp5 inh: 1

Results for O=C(Cc1c(F)cccc1Cl)Nc1ccccc1N1CCCCC1 ?
ERAP1 inh: -2; Xi reactivation: 0.0; S100A4 MyoIIA: -5; RAD52 inh: -11; ERp5 inh: 1

Results for C[C@@H]1CN([C@H](C)CO)C(=O)c2cc(C#CC3(O)CCCC3)cnc2O[C@@H]1CN(C)S(=O)(=O)c1ccc(F)cc1 ?
ERAP1 inh: -1; Xi reactivation: 0.5; esBAF inh: 12; E-selectin induc: 0.1; S100A4 MyoIIA: 15; RAD54 inh: 3; RAD52 inh: -3; ERp5 inh: -4

What do the screens show for `CN(C)C(CNC(=O)CSc1nc2ccccc2c(=O)n1Cc1ccco1)c1ccccc1` (centres undefined)?
ERAP1 inh: -11; Xi reactivation: -0.1; E-selectin induc: 0.3; S100A4 MyoIIA: 2; RAD54 inh: 5; RAD52 inh: 2; ERp5 inh: -3

How did CC(C)[C@@H](N)C(=O)N/N=C/c1ccc2ncccc2c1 do in these assays?
ERAP1 inh: 1; Xi reactivation: -0.1; E-selectin induc: -0.2; S100A4 MyoIIA: 0; RAD52 inh: -1; ERp5 inh: 1

Results for CCCCC[C@H]1CN(Cc2ccc(OC)cc2)C(=O)[C@@H]1CC(=O)NCc1ccccc1 ?
ERAP1 inh: 1; Xi reactivation: 0.1; esBAF inh: -4; E-selectin induc: 0.0; S100A4 MyoIIA: -12; RAD54 inh: -7; RAD52 inh: -17; ERp5 inh: 3

How did COc1ccc(C(=O)NCC2CCCN2S(=O)(=O)c2cccs2)cc1 (centres undefined) do in these assays?
ERAP1 inh: -4; Xi reactivation: 0.0; esBAF inh: 6; E-selectin induc: 2.3; S100A4 MyoIIA: -4; RAD54 inh: 5; RAD52 inh: -1; ERp5 inh: -4

Results for COc1cccc(NC(=O)CN(C)CC(=O)Nc2ccc(C)c([N+](=O)[O-])c2)c1 ?
ERAP1 inh: -1; Xi reactivation: 0.1; S100A4 MyoIIA: -4; RAD52 inh: -15; ERp5 inh: 2

Results for O=C(CCCCCN1C(=O)[C@@H]2Cc3ccccc3CN2C1=O)Nc1cccc(F)c1 ?
ERAP1 inh: 3; Xi reactivation: 0.1; esBAF inh: 8; E-selectin induc: 4.0; S100A4 MyoIIA: -4; RAD54 inh: 1; RAD52 inh: -7; ERp5 inh: -1

Results for CC(SCC(=O)O)c1nc2ccccc2[nH]1 (centres undefined) ?
Xi reactivation: 2.7; esBAF inh: -3; E-selectin induc: -0.1; S100A4 MyoIIA: -1; RAD54 inh: 15; RAD52 inh: -12; ERp5 inh: 4

What do the screens show for `Cc1ccc(/C=C2/C(=O)N=C(N)N2C)s1`?
ERAP1 inh: -2; Xi reactivation: 0.3; E-selectin induc: 0.6; S100A4 MyoIIA: 4; RAD52 inh: -20; ERp5 inh: -4

How did CC(C)NC(=O)NCC[C@@H]1CC[C@@H](NC(=O)c2ccc(F)cc2)[C@@H](CO)O1 do in these assays?
ERAP1 inh: 0; Xi reactivation: 0.7; esBAF inh: -2; E-selectin induc: -0.8; S100A4 MyoIIA: 56; RAD54 inh: 3; RAD52 inh: 5; ERp5 inh: 4

What do the screens show for `Nc1nc2ccc(Cl)cc2o1`?
ERAP1 inh: 3; Xi reactivation: 0.3; esBAF inh: 5; E-selectin induc: 0.1; S100A4 MyoIIA: -1; RAD54 inh: 5; RAD52 inh: -42; ERp5 inh: 2

Results for CCNc1ncnc2c1cnn2C ?
ERAP1 inh: 0; Xi reactivation: 0.0; esBAF inh: 2; E-selectin induc: 1.6; S100A4 MyoIIA: -3; RAD54 inh: 3; RAD52 inh: 1; ERp5 inh: -3

What do the screens show for `O=C(C1CCOCC1)N1C[C@H]2[C@@H](c3ccccc31)[C@@H](CO)N2Cc1ccccc1F`?
ERAP1 inh: 2; Xi reactivation: 0.3; esBAF inh: 0; E-selectin induc: 0.1; S100A4 MyoIIA: 4; RAD54 inh: 13; RAD52 inh: -2; ERp5 inh: -4

What do the screens show for `O=C(COC(=O)Cc1c[nH]c2ccccc12)Nc1cc(S(=O)(=O)N2CCOCC2)ccc1Cl`?
ERAP1 inh: 0; Xi reactivation: 0.6; esBAF inh: 2; S100A4 MyoIIA: -12; RAD54 inh: 6; RAD52 inh: -20; ERp5 inh: -2

How did CCc1ccccc1NC(=O)Cn1nc(C(F)(F)F)cc1C1CC1 do in these assays?
ERAP1 inh: 3; S100A4 MyoIIA: 2; RAD52 inh: -11; ERp5 inh: -1

Results for COc1ccc(C#Cc2c(-c3ccccc3)n(-c3ccccc3)c3ccc(CO)cc23)cc1 ?
ERAP1 inh: 0; Xi reactivation: 0.0; esBAF inh: -9; E-selectin induc: 0.4; S100A4 MyoIIA: -2; RAD54 inh: 9; RAD52 inh: -18; ERp5 inh: -2

How did COc1ccc(NC(=O)CCS(=O)(=O)c2ccc3nc(C)sc3c2)cc1OC do in these assays?
ERAP1 inh: 4; Xi reactivation: 0.3; esBAF inh: -8; E-selectin induc: 0.0; S100A4 MyoIIA: 1; RAD54 inh: 3; RAD52 inh: -14; ERp5 inh: -8

What do the screens show for `Cc1c(N(C)S(=O)(=O)c2cc(C(=O)Nc3ccccn3)ccc2Cl)c(=O)n(-c2ccccc2)n1C`?
ERAP1 inh: 0; Xi reactivation: -0.1; esBAF inh: 6; E-selectin induc: -0.3; S100A4 MyoIIA: -7; RAD54 inh: 0; RAD52 inh: -13; ERp5 inh: -8

What do the screens show for `Cc1nonc1OCCn1nnnc1N`?
ERAP1 inh: -3; S100A4 MyoIIA: 2; RAD52 inh: -11; ERp5 inh: 2

How did COc1ccc(S(=O)(=O)N(C)C[C@H]2OCCCC[C@H](C)Oc3ccc(NS(=O)(=O)c4cn(C)cn4)cc3C(=O)N([C@@H](C)CO)C[C@H]2C)cc1 do in these assays?
ERAP1 inh: 1; Xi reactivation: 0.1; esBAF inh: -5; S100A4 MyoIIA: -2; RAD54 inh: 5; RAD52 inh: -1; ERp5 inh: -9

Results for COCC(=O)Nc1ccc2c(c1)C(=O)N(C)C[C@@H](OC)[C@H](C)CN(CCC(F)(F)F)[C@H](C)CO2 ?
ERAP1 inh: 0; Xi reactivation: 0.1; esBAF inh: 0; E-selectin induc: -0.2; S100A4 MyoIIA: -7; RAD54 inh: 2; RAD52 inh: 8; ERp5 inh: 4

What do the screens show for `COc1ccc(CCNC(=O)CCc2cc(OC)c(OC)c(OC)c2)cc1OC`?
ERAP1 inh: 3; Xi reactivation: 0.1; esBAF inh: 25; E-selectin induc: 0.0; S100A4 MyoIIA: -2; RAD54 inh: -1; RAD52 inh: -10; ERp5 inh: 1

Results for COc1cccc(S(=O)(=O)N[C@@H]2C=C[C@H](CC(=O)NC3Cc4ccccc4C3)O[C@H]2CO)c1 ?
ERAP1 inh: -3; Xi reactivation: 0.1; esBAF inh: -3; E-selectin induc: -0.6; S100A4 MyoIIA: 0; RAD54 inh: -2; RAD52 inh: 0; ERp5 inh: -1

What do the screens show for `COC(C[C@H]1O[C@H]1C(=O)[C@@H](C)OCc1ccccc1)OC`?
Xi reactivation: 0.0; esBAF inh: 1; E-selectin induc: 0.0; S100A4 MyoIIA: -3; RAD54 inh: -5; RAD52 inh: -15; ERp5 inh: -9

Of the compounds above, these contain a thiophene ring, fused or not:
How did COc1ccc(C(=O)NCC2CCCN2S(=O)(=O)c2cccs2)cc1 (centres undefined) do in these assays?
ERAP1 inh: -4; Xi reactivation: 0.0; esBAF inh: 6; E-selectin induc: 2.3; S100A4 MyoIIA: -4; RAD54 inh: 5; RAD52 inh: -1; ERp5 inh: -4

What do the screens show for `Cc1ccc(/C=C2/C(=O)N=C(N)N2C)s1`?
ERAP1 inh: -2; Xi reactivation: 0.3; E-selectin induc: 0.6; S100A4 MyoIIA: 4; RAD52 inh: -20; ERp5 inh: -4

Carrying on:
What do the screens show for `O=C1CNC[C@@H]2[C@H](c3ccc(C4=CCCC4)cc3)[C@H](CO)N12`?
ERAP1 inh: 1; Xi reactivation: 0.0; E-selectin induc: 0.3; S100A4 MyoIIA: -10; RAD52 inh: -13; ERp5 inh: 9

Results for O=C(CN1CCOCC1)N1CCCCN2[C@H](C1)[C@@H](c1ccc(Br)cc1)[C@@H]2CO ?
Xi reactivation: 0.3; esBAF inh: 2; E-selectin induc: -0.3; RAD54 inh: -12

How did COc1ccc(CCC(=O)OCC(=O)Nc2c(C)nn(-c3ccccc3)c2C)cc1 do in these assays?
ERAP1 inh: 1; Xi reactivation: 0.2; esBAF inh: 5; S100A4 MyoIIA: -2; RAD52 inh: -3; ERp5 inh: 0

What do the screens show for `COc1cccc(-c2ccc([C@H]3[C@@H](CO)N4C(=O)CN(C(=O)c5ccncc5)C[C@H]34)cc2)c1`?
ERAP1 inh: -1; Xi reactivation: 0.5; E-selectin induc: 0.6; S100A4 MyoIIA: -10; RAD52 inh: -11; ERp5 inh: -6

Results for COC(=O)c1cc2c(c3c4cc(C)ccc4n(S(=O)(=O)c4ccc(OC)cc4)c13)C(=O)N(Cc1ccccc1OC)C2 ?
ERAP1 inh: -2; Xi reactivation: 1.1; E-selectin induc: -0.3; S100A4 MyoIIA: -5; RAD52 inh: -46; ERp5 inh: 4
